KCNK3 inh – human KCNK3 channel inhibition, primary screen. CHO-KCNK3 thallium flux, FluxOR fluorescence; active compounds read low. 340,000 compounds, 0.84% hits. B-score at 10 µM;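 active means B-score under library mean minus 4 SD, starting fluorescence ratio at most library mean plus 5 SD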;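 further: more negative B-score means stronger inhibition of thallium flux through KCNK3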
RGS4 inh – human RGS4 inhibition | AID 463165 | B-score at 10 µM | 310,000 compounds, 0.45% hits | HEK293 M3R/RGS4 inducible, Fluo-4 calcium flux; active compounds read high; triggered by carbachol at its EC20;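 active means B-score, a plate-corrected calcium signal, over three deviations above library mean, with baseline fluorescence within five deviations of library mean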;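 further: RGS4 expression induced by doxycycline in cells with stable M3 receptor; B-score is computed from the integrated fluorescence ratio over baseline after carbachol; higher B-score means a larger calcium signal and so more RGS4 inhibition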
Target sequence (P49798 whole entry, looked up): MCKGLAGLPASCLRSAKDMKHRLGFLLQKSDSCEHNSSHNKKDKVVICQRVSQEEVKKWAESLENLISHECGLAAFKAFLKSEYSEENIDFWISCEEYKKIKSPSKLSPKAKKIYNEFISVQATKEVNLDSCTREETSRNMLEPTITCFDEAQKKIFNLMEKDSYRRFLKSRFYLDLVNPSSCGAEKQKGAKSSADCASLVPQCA
MrgX1 allo act – human MrgX1 positive allosteric modulation, primary screen; Q96LB2; MrgX1-HEK293, Fluo-4 calcium flux, FDSS; active compounds read high; B-score at 10 µM; 310,000 compounds, 0.63% hits; AID 588675;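 active means plate-corrected calcium response at least 3 library SD above typical, normal starting fluorescence, not activating the receptor alone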;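 further: compound read alongside a low EC10 to EC30 dose of BAM8-22 agonist; peak minus trough fluorescence over baseline measured at the second addition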
Target sequence (Q96LB2 whole entry, looked up): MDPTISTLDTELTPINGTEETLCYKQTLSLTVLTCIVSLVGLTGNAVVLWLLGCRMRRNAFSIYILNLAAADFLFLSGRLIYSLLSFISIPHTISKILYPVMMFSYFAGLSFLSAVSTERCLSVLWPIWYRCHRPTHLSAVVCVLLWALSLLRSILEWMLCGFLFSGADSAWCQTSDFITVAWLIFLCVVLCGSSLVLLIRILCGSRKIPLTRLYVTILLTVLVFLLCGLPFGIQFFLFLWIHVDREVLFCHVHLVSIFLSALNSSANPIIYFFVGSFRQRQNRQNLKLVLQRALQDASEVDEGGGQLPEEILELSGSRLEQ
KCNQ1 inh – human KCNQ1 channel inhibition; AID 2642; 310,000 compounds, 1.3% hits; P51787; CHO-K1 KCNQ1, FluxOR thallium flux fluorescence; active compounds read high; B-score at 10 µM;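 active means compounds whose thallium flux B-score, printed positive for inhibition, exceeds three library SD while starting fluorescence stays within three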;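 further: channel opened by potassium depolarization with thallium stimulus after 20 min compound exposure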
MrgX1 agonist – human MrgX1 receptor agonism, primary screen; Q96LB2; MrgX1-HEK293 cells, Fluo-4 calcium fluorescence, agonist mode; active compounds read high; B-score at 10 µM; 310,000 compounds, 0.44% hits; AID 588627;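 active means calcium response B-score plate-corrected fluorescence ratio at least 3 library SD, with starting fluorescence B-score inside 5 SD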
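Assay system: stable human MrgX1 HEK293 cell line. Quantity: 15,000 cells per well. Schedule: cells plated overnight, dye loaded 0.5 h 37 °C, 0.5 h room temperature. Detection: Fluo-4 NW calcium-flux fluorescence, kinetic read. Read-out basis: peak-minus-minimum fluorescence over baseline, converted to B scores. Control set: positive and negative control wells on each plate.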
KCNQ1 pot – human KCNQ1 channel potentiation or activation | P51787 | CHO-K1 KCNQ1, thallium flux FluxOR fluorescence; active compounds read high | B-score at 10 µM | 310,000 compounds, 0.35% hits | AID 2648;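 active means fluorescence ratio B-score, a plate-corrected score, at least three library SD, with initial intensity B-score within 5 SD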
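Assay system: CHO-K1 cells stably expressing KCNQ1. Medium: assay buffer for compound exposure, DMSO matched across wells. Timing: 37 °C overnight plating, 90-min dark dye load, 20-min compound pretreatment. Signal: kinetic FluxOR fluorescence, 10 s baseline plus 110 s post-stimulus.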
ANO1 block – blocks the mouse calcium-activated chloride channel TMEM16A; normalized B-score (activity score, 25-100; higher = stronger inhibition) at 10 µM; AID 588511; 310,000 compounds, 1.2% hits; HEK293 TMEM16A/YFP iodide influx fluorescence, ionomycin; Q8BHY3;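 active means ratio plate-corrected score three or more library SD toward inhibition, starting fluorescence score within five deviations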;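 further: score derived from kinetic fluorescence span divided by baseline fluorescence per well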
KCNK9 inh – blocks the human KCNK9 two-pore domain potassium channel; HEK293 KCNK9, FluxOR thallium flux fluorescence; active compounds read low; B-score at 10 µM; 310,000 compounds, 1.2% hits; Q9NPC2; AID 488922;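 active means ratio B-score over 3 SD below the library mean, with starting fluorescence within 5 SD of its mean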;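 further: negative B-score means less thallium flux so channel inhibition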
Target sequence (Q9NPC2 whole entry, looked up, the tested form may be a part): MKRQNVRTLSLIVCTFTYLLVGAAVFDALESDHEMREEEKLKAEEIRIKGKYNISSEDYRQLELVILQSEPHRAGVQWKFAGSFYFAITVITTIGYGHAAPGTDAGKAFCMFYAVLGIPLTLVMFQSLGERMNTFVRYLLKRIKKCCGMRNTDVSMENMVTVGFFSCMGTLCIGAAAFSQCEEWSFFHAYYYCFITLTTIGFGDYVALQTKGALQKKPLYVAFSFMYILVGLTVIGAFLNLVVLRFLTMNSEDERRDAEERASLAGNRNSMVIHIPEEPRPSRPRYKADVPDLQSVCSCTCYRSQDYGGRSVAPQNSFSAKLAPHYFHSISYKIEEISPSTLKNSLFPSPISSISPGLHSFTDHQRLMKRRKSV
ANO1 activ – mouse TMEM16A channel activation, primary screen | 340,000 compounds, 0.3% hits | B-score at 10 µM | HEK293 TMEM16A/YFP-H148Q/I152L, iodide quench fluorescence; active compounds read low | AID 623877;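 active means fluorescence-ratio B-score plate-corrected deviation score at least 3 library SD below zero, with starting fluorescence score within 5 deviations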;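 further: channel opened by trigger with iodide after compound preincubation; score built on the fluorescence ratio of max minus min over baseline; more negative score means more quench and so TMEM16A activation or potentiation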
hERG protect – compounds protecting human hERG from proarrhythmic drug block | activation (rescue from dofetilide block), less the hit threshold, % at 10 µM | Q12809 | 310,000 compounds, 0.51% hits | CHO-hERG, FluxOR thallium flux, dofetilide IC70 present | AID 1511;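 active means activation above the mean of controls blocked by dofetilide plus 5 SD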;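 further: thallium influx through hERG after potassium depolarization seen as dye fluorescence rise; in these data hits start at about 4.7%; inactives centre near -7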
RGS4 pot – potentiators or activators of RGS4. HEK293 M3R/inducible RGS4, carbachol calcium flux Fluo4; active compounds read low. B-score at 10 µM. 310,000 compounds, 0.92% hits. AID 463111;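 active means B-score of the integrated calcium signal more than 4 SD below the library mean, with starting fluorescence not abnormally high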;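 further: negative B-score means reduced calcium response which marks RGS4 activation or potentiation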
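Reagent: ECmax carbachol challenge; Test system: M3R-expressing HEK293 line, RGS4 induced by doxycycline; Schedule: overnight RGS4 induction, 30 min dye load 37 °C, 20 min compound RT; Detection: calcium dye Fluo4 fluorescence; Read-out: Agonist-evoked peak-minus-minimum fluorescence over baseline, integrated ratio, B score.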
* marks the source's active call; other numbers are inactive results; i = inactive; . = no result given.

mol	KCNK3 inh	RGS4 inh	MrgX1 allo act	KCNQ1 inh	MrgX1 agonist	KCNQ1 pot	ANO1 block	KCNK9 inh	ANO1 activ	hERG protect	RGS4 pot
CN(C/C=C/c1ccccc1[N+](=O)[O-])Cc1ccccc1	i	i	i	i	i	i	i	i	i	-6	i
CN1CCc2c(sc(NC(=O)CS(=O)(=O)c3ccccc3)c2C(N)=O)C1	i	i	i	i	i	i	i	i	i	-14	i
Cc1ccc(OCC(=O)Nc2cccc(O)c2)cc1C	i	i	i	i	i	i	i	i	i	-8	i
CCC(C)(C)NC(=O)c1cc(S(=O)(=O)N2CCCCC2)ccc1N1CCOCC1	i	i	i	i	i	i	i	i	i	-9	i
Cc1cccc(OCCN2CCOCC2)c1C	i	i	i	i	i	i	i	i	i	-6	i
COc1ccc(-n2nc(C(=O)NCC(=O)Nc3ccc(F)cc3)c3ccccc3c2=O)cc1	i	i	i	i	i	i	i	i	i	-6	i
Cc1ccc(-n2nc3c(c2NC(=O)c2ccc(OC(C)C)cc2)CS(=O)C3)cc1 (configuration not stated)	i	i	i	i	i	i	i	i	i	-8	i
Cc1cccc(C)c1NC(=O)c1sc(N)nc1-c1ccccc1	i	i	i	i	i	i	i	i	i	-7	i
Fc1cccc(CN2CCN(Cc3nc(CCc4ccccc4)no3)CC2)c1	i	i	i	i	i	i	i	i	i	-16	i
CCC(=O)N1CCN=C1SCc1c(F)cccc1Cl	i	i	i	i	i	i	i	i	i	-1	i
Cc1cc(Cl)c2oc(C(=O)N(C)CCCCN3CCOCC3)c(C)c2c1	i	i	i	i	i	i	i	i	i	1	i
COc1ccc(CC(=O)Oc2ccc(C(C)(C)C)cc2)cc1S(=O)(=O)N1CCOCC1	i	i	i	i	i	i	i	i	i	-17	i
Cc1ccc(S(=O)(=O)NCCC(=O)OCC(=O)N(Cc2ccccc2)C(C)(C)C)cc1C	i	i	i	i	i	i	i	i	i	-13	i
CS(=O)(=O)c1cccc(C(=O)Nc2cccc(-c3nc4ccccc4[nH]3)c2)c1	i	i	i	i	i	i	i	i	i	-18	i
Fc1ccccc1/C=C1\CCCC2=C1Nc1nnnn1C2c1ccccc1F (configuration not stated)	i	i	i	i	i	i	i	i	i	-7	i
COC(=O)c1sc(N2CCN(c3ccc(Cl)cc3)CC2)nc1N	i	i	i	i	i	i	i	i	i	-9	i
Nc1nc2ncc(C(=O)c3cc(Cl)cc(Cl)c3O)cc2s1	i	i	i	i	i	i	i	i	i	-14	i
COc1ccccc1N(CC(=O)Nc1ccc2c(c1)OCCO2)S(=O)(=O)c1ccc(C)cc1	i	i	i	i	i	i	i	i	i	-8	i
O=C(NCCC1CCCCN1S(=O)(=O)c1ccccc1)C(=O)NCc1ccncc1 (configuration not stated)	i	i	i	i	i	i	i	i	i	-11	i
COc1ccc(O)c(C(=O)c2cnc3c(c2)c(C)nn3C)c1	i	i	i	i	i	i	i	i	i	-6	i
Cc1ccc(Nc2nc(CSc3nnc(-c4ccncc4)n3-c3ccccc3C)cs2)cc1	i	i	i	i	i	i	i	i	i	-10	i
Cc1ccc(S(=O)CCNC(=O)Cc2ccccc2)cc1 (configuration not stated)	i	i	i	i	i	i	i	i	i	-3	i
CCCCN(C)CCCNC(=O)c1cc(-c2cccnc2)nc2ccccc12	i	i	i	i	i	i	i	i	i	-2	i
CCCNCc1cc(OCC)c(OCC(N)=O)cc1Br	i	i	i	i	i	i	i	i	i	-4	i
COc1ccccc1N1CCN(C(=O)CC2NC3CCCCC3NC2=O)CC1 (configuration not stated)	.	i	i	i	i	i	i	i	.	-8	i
CC1(C)CC(CNCCC(c2ccc(F)cc2)c2ccco2)CCO1 (configuration not stated)	i	i	i	i	i	i	i	i	i	-9	i
CCOc1cccc(C2C(C(=O)c3ccc(C)o3)=C(O)C(=O)N2Cc2ccccc2)c1 (configuration not stated)	i	4.7*	.	i	.	i	.	i	i	-6	i
N#CC1=C(N)N(c2ncn[nH]2)C2=C(C(=O)CCC2)C1c1ccc(F)cc1 (configuration not stated)	i	i	i	i	i	i	i	i	i	-15	i
COc1ccc(CCNC(=O)c2cccc(NS(=O)(=O)c3ccccc3F)c2)cc1OC	i	i	i	i	i	i	i	i	i	-1	i
COc1cc(/C=C2/C(=O)ON=C2c2ccccc2)ccc1O	i	11*	i	i	28*	i	i	i	i	-21	i
C[n+]1cccc(C(=O)[O-])c1	i	.	i	.	i	.	i	.	i	.	.
CCCCn1nc(CC(=O)NCCN(CC)CC)c2ccccc2c1=O	i	i	i	i	i	i	i	i	i	-9	i
Cc1c(C(=O)Nc2ccccc2F)sc2ncn(CC(=O)N3CCOCC3)c(=O)c12	i	i	i	i	i	i	i	i	i	-8	i
O=C(c1cc(-c2ccncc2)nc2c(Cl)cccc12)N1CCN(c2ccccc2F)CC1	i	i	i	i	i	i	i	i	i	-4	i
O=C(Nc1nnc(C2CC2)s1)C1=NN(C2CCS(=O)(=O)C2)C(=O)CC1 (configuration not stated)	i	i	i	i	i	i	i	i	i	-6	i
O=C(c1c(F)cccc1F)N(Cc1cccs1)C1CCCC1	i	i	i	i	i	i	i	i	i	-8	i
Cc1cc(NC(=O)COC(=O)Cn2c(C)csc2=O)ccc1Br	i	i	i	6*	i	i	i	i	i	-9	i
Cc1cccc(C)c1OCc1cc(C(=O)N2CCCCCCC2)no1	i	i	i	i	i	i	i	i	i	-10	i
CCOc1ccc(C(=O)Nc2ccc(N3CCCC3)cc2)cc1	i	i	i	i	i	i	i	i	i	-4	i
C1CN=C(NC23CC4CC(CC(C4)C2)C3)C1	i	i	i	i	i	i	i	i	i	-11	i

The final two entries of the part before open the next one:
mol	KCNK3 inh	RGS4 inh	MrgX1 allo act	KCNQ1 inh	MrgX1 agonist	KCNQ1 pot	ANO1 block	KCNK9 inh	ANO1 activ	hERG protect	RGS4 pot
CCOc1ccc(C(=O)Nc2ccc(N3CCCC3)cc2)cc1	i	i	i	i	i	i	i	i	i	-4	i
C1CN=C(NC23CC4CC(CC(C4)C2)C3)C1	i	i	i	i	i	i	i	i	i	-11	i
O=C(NN1C(=O)c2ccccc2NC1c1cccnc1)c1ccc([N+](=O)[O-])cc1 (configuration not stated)	i	i	i	i	i	i	i	i	i	-13	i
Cc1ccc(C2Nc3ccccc3C(=O)N2CCCN2CCOCC2)cc1 (configuration not stated)	i	i	i	i	i	i	i	i	i	-8	i
CN(Cc1nc(-c2cnccn2)no1)CC(O)c1ccccc1 (configuration not stated)	i	i	i	i	i	i	i	i	i	-5	i
CC(=O)Nc1ccc(S(=O)(=O)N2CCN(Cc3csc(C)n3)CC2)cc1	i	i	i	i	i	i	i	i	i	-11	i
O=C(CC1N=C2c3ccccc3N=C(SCc3ccc(F)cc3)N2C1=O)NCc1ccco1 (configuration not stated)	i	i	i	i	i	i	i	i	i	-19	i
CCCCCCCNC(=O)C1(CC2CC(c3ccc(Cl)cc3)=NO2)CCN(C(=O)C2CCCC2)CC1 (configuration not stated)	i	i	i	i	i	i	i	i	i	0	i
Cn1c(=O)c(=O)n(C)c2cc(S(=O)(=O)N3CCCC3C(=O)NCc3cccs3)ccc21 (configuration not stated)	i	i	i	i	i	i	i	i	i	-8	i
CCOC(=O)C(c1ccccc1)C(Nc1cc(C(F)(F)F)cc(C(F)(F)F)c1)c1ccccn1 (configuration not stated)	i	i	i	i	i	i	i	i	i	-6	i
Cc1cc(C)cc(N(C(=O)c2csnn2)C(C(=O)NC(C)(C)C)c2cccnc2)c1 (configuration not stated)	i	i	i	i	i	i	i	i	i	-7	i
Cc1ccccc1C1NC(c2ccccc2C)C(C)C(=O)C1C (configuration not stated)	i	i	i	i	i	i	i	i	i	-10	i
O=C(O)c1cccc(N2C(=O)CSC2c2ccccc2)c1 (configuration not stated)	i	i	i	i	i	i	i	i	i	-4	i
O=S(=O)(Nc1nc2ccccc2nc1Nc1ccc2c(c1)OCCO2)c1cccs1	i	i	i	12*	i	i	25*	i	i	1	i
Cc1nn(Cc2ccc(Cl)cc2Cl)c(C)c1NC(=O)c1nn(C)cc1Cl	i	i	i	i	i	i	i	i	i	-8	i
COc1ccccc1C1CC(c2ccc(Cl)cc2Cl)Nc2nc(N)nn21 (configuration not stated)	i	i	i	i	i	i	i	i	i	-9	i
O=S(=O)(c1ccccc1)N1CCNCC1	i	i	i	i	i	i	i	i	i	-5	i
CC1=C(C(=O)OCCOC(C)C)C(c2cc3c(cc2Br)OCO3)C2=C(CCCC2=O)N1 (configuration not stated)	i	i	i	i	i	i	i	i	i	-11	i
NC(=S)N=Nc1c(O)n(CCCl)c2ccc(Cl)cc12	i	i	i	i	i	i	i	i	i	1	i
CC(=O)NC1=NN(C(C)=O)C(c2ccc(C(C)C)cc2)S1 (configuration not stated)	i	i	i	i	i	i	i	i	i	-7	i
COc1ccc(C(=O)NC23CC4CC(CC(C4)C2)C3)cc1	i	i	i	i	i	i	i	i	i	-9	i
CN1C(CC(=O)Nc2ccc(Cl)cc2Cl)c2ccccc2CC1(C)C (configuration not stated)	i	i	i	i	i	i	i	i	i	-11	i
O=C(CCc1ccccn1)N1CCCC(N2CCN(c3ccc(F)cc3)CC2)C1 (configuration not stated)	i	i	.	i	.	i	.	i	i	-8	i
CCOc1ccc(NC(=O)c2cc(F)c(F)cc2Cl)cc1OCC	i	i	i	i	i	i	i	i	i	0	i
COc1ccc(N2CCN(C(c3cccc(OC)c3OC)c3nnnn3C3CCCC3)CC2)cc1 (configuration not stated)	i	.	i	.	i	.	i	.	i	.	.
